STAT3 activator: increases IL-6 driven STAT3 reporter signal. activation (% of control), % at 5.6 µM. U3A cells, IL-6 STAT3-luciferase reporter, luminescence; 100% = signal with IL-6 EC80 alone. 0.91% of 190,000 active;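 active = activation above the screen-wide mean of compound activation plus 3 SD, cut at about 130% in these data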;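 note: 0% = background luminescence of wells with medium and substrate only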
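Material: STAT3-luciferase reporter U3A cells; Probe or stimulus: IL-6 (33 ng/mL); Incubation: compound pre-incubation 1 h before IL-6, then 6 h stimulation at 37 °C; Technique: luminescence from STAT3-driven luciferase reporter; Evaluation: % activation versus median of IL-6-stimulated wells; Controls: IL-6-only high control.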
APP 5'UTR act: APP 5'UTR luciferase reporter activation | SH-SY5Y APP 5'UTR luciferase reporter, luminescence; zero percent = DMSO vehicle wells | activation, % at 2 µM | 1% of 190,000 active;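 active = activation above a set limit, based on mean plus 3 SD of controls, cut at about 140% in these data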; note: values of inactives mirror those of a sister screen read the other way
APP transl inh: APP translation inhibition. SH-SY5Y APP 5'UTR-luciferase reporter, luminescence. AID 1285. 0.82% of 190,000 active. inhibition, % at 2 µM;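 active = inhibition above a set limit, derived from the sample mean plus 3 SD, cut at about 45% in these data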; note: values of inactives mirror those of a sister screen read the other way
NF-kB neuron act: compounds increasing NF-kB expression in human neuronal cells; NF-kB reporter expression; active compounds read high; fold change at 12.5 µM; 1.6% of 190,000 active; in the data active = fold change above about 3.3
FLuc inhib CS: inhibits firefly luciferase, flagging false hits in luciferase inhibition screens; P08659; ATPLite firefly luciferase biochemical luminescence, 10 min; inhibition, % at 10 µM; 1.5% of 200,000 active; AID 1006;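 active = inhibition above about 50% when tested at 10 µM, limit read from the data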
Target sequence (P08659 whole entry, looked up): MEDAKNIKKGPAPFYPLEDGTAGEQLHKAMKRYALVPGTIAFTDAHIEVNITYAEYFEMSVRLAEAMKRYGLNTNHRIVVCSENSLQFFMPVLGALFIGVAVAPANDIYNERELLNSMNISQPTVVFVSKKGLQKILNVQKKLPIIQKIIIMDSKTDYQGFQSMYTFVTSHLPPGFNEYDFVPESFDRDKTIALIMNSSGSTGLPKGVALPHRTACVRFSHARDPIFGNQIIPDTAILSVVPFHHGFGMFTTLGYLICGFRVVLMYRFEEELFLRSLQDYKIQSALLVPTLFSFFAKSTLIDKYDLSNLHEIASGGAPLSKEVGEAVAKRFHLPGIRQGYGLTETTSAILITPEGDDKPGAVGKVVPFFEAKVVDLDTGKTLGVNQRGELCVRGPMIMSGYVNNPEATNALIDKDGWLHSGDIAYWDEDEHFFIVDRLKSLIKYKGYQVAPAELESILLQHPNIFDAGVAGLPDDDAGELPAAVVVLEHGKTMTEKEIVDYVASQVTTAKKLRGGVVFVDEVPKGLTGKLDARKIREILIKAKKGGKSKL
Hsp70 activator: switches on Hsp70 transcription; HeLa Hsp70 promoter luciferase reporter, luminescence; scaled: vehicle 0, proteasome-inhibitor control 100%; activation, % at 10 µM; 0.04% of 200,000 active; AID 1203;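 active = activation above the mean across all tested compounds plus 3 SD, cutoff set per campaign, cut at about 5.5% in these data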;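 note: 100% = MG132 at 30 µM as the positive control and 0% = DMSO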
STAT1 blocker: STAT1 signaling inhibition. inhibition, % at 5.5 µM. 0.35% of 200,000 active. NIH 3T3 STAT1-luciferase reporter, IFN-gamma, luminescence;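 active = inhibition above a set limit, the mean inhibition across all tested compounds plus 3 SD, cut at about 34% in these data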;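 note: 0% = IFN-gamma with DMSO and 100% = IFN-gamma with 300 µM nifuroxazide; values of inactives mirror those of a sister screen read the other way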
STAT3 blocker: inhibitors of IL-6 induced STAT3 signaling. U3A cells, IL-6 STAT3-luciferase reporter, luminescence; host cell line lacks STAT1. inhibition, % at 5.5 µM. 0.89% of 190,000 active;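 active = inhibition above the mean inhibition across all screened compounds plus 3 SD, cut at about 44% in these data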;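 note: 0% = DMSO only wells and 100% = 100 µM nifuroxazide control wells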
RAM inhibit: blocks the yeast RAM network. 1.8% of 190,000 active. inhibition, % at 50 µM. S. cerevisiae dse1pr::URA3 reporter, 5-FOA growth OD615, 2 d; analog-sensitive cbk1-as2 kinase mutant strain;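 active = inhibition above a set limit, 3 SD over mean compound inhibition, cut at about 8.4% in these data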;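 note: 0% = DMSO-only wells with no growth and 100% = 10 µM 1-NA-PP1 full growth; inhibition rescues growth on 5-FOA so higher OD means more RAM inhibition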
STAT1 act: activators of IFN-gamma induced STAT1 signaling. NIH 3T3 STAT1-luciferase reporter, luminescence; 100% = IFN-gamma alone, no compound. activation (% of control), % at 5.5 µM. 2.6% of 200,000 active;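 active = activation above the screen-wide mean activation plus 3 SD, cut at about 130% in these data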;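 note: raw ratio to IFN-gamma control signal so 100% means no change and 0% no light; values of inactives mirror those of a sister screen read the other way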
An asterisk follows results filed as active; x = no result given.

SMILES	STAT3 activator	APP 5'UTR act	APP transl inh	NF-kB neuron act	FLuc inhib CS	Hsp70 activator	STAT1 blocker	STAT3 blocker	RAM inhibit	STAT1 act
Cc1ccc(S(=O)(=O)NCC(=O)OC(C)C(=O)Nc2ncc(Cl)cc2Cl)cc1 (stereo unspecified)	110	-8	8	1.4	-6	-0.3	-3	-10	2.1	102
COc1cc(C2C(C#N)=C(N)Oc3n[nH]c(-c4cccs4)c32)cc(OC)c1O (stereo unspecified)	101	85	-86	x	1	-0.1	-7	4	-0.3	105
CCN1C(=O)C(=O)N(CC(=O)Nc2ccccc2Oc2ccccc2)C1=O	105	-8	8	0.89	-1	-0.1	0	3	0.0	100
CCOc1ccc(N(CC(=O)O)S(=O)(=O)c2ccc(F)cc2)cc1	87	-15	15	1.1	-1	0.1	5	19	1.9	100
O=C(Nc1ccccc1)NC1CCCc2ccccc21 (stereo unspecified)	91	3	-3	1.1	-9	0.1	-7	15	1.2	103
COc1cc([N+](=O)[O-])ccc1NC(=O)CSc1n[nH]c(C(C)C)n1	102	4	-4	1.1	-3	-0.5	16	0	1.2	85
COc1ccc(N2C(=O)C(Cl)=C(Nc3c(C)n(C)n(-c4ccccc4)c3=O)C2=O)cc1	102	-1	1	0.93	-7	-0.1	-6	4	2.1	104
Cc1ccc(C(=O)N/C(=C\c2ccc(-c3ccc([N+](=O)[O-])cc3)o2)C(=O)NC2CCS(=O)(=O)C2)cc1 (stereo unspecified)	105	37	-37	0.58	3	-0.3	1	0	5.5	99
Nc1nc(-c2ccco2)nn1C(=O)c1cccnc1	105	9	-9	1	-5	-0.4	-12	1	2.8	110
O=C(CSc1c[nH]c2ccccc12)N1CCCc2ccccc21	92	8	-8	1.2	-11	-0.3	-1	18	0.3	101
CCC(C)[C@H](NC(=O)NC1CCCc2ccccc21)C(=O)O (stereo partly specified)	96	3	-3	1.1	-6	-0.6	-3	11	1.1	103
COc1ccc(C(=O)c2ccccc2)c(OCC(=O)N(C)C)c1	91	-13	13	0.89	-4	-0.4	-7	13	0.4	105
Cc1ccc(S(=O)(=O)CCC(=O)OCC(=O)N2CC(=O)Nc3ccccc32)cc1	103	-1	1	1.5	0	0.1	7	0	0.9	94
COc1ccc(CNCCSc2nnnn2C)cc1OC	101	1	-1	1	-5	-0.2	-1	-1	-0.9	101
CCC(C)NC(=O)CSc1ncccc1C(=O)O (stereo unspecified)	105	x	x	1.2	-8	-0.3	4	-6	-1.0	98
O=C(c1ccccc1)N1CCN(S(=O)(=O)N2CCOCC2)CC1	101	-9	9	0.95	-2	0.1	9	10	1.3	91
Cc1cc(=O)oc2cc(OCC(=O)NCCc3nc4ccccc4[nH]3)ccc12	120	-2	2	0.78	6	0.1	4	-17	1.0	97
CCC(=O)c1c[nH]c(C(=O)NCc2ccco2)c1	94	0	0	1.1	-1	-0.4	-2	15	0.7	94
COC(=O)c1ccc(CSc2cc(C)c3cccc(C)c3n2)o1	92	0	0	1.1	-1	0.0	-5	13	8.5*	104
Cc1ccc(Cl)cc1NC(=O)Cn1cccc1	98	-6	6	1.1	-7	-0.2	0	6	0.4	100
CC(C)CC(COCc1cccc(Cl)c1)N1CCN(C(=O)c2ccc(C(F)(F)F)cc2)CCC1=O (stereo unspecified)	105	-13	13	0.76	-7	-0.1	4	-9	4.6	97
CCOC(=O)CSc1nc(C2CC2)cc(-c2ccc(Cl)cc2)c1C#N	95	-1	1	0.94	-3	-0.4	2	0	4.2	98
CCOc1ccc(S(=O)(=O)N(CC(=O)Nc2cc(C)on2)Cc2ccccc2Cl)cc1	97	2	-2	0.99	-3	0.1	7	9	0.3	93
Cc1ccc(-c2nn(CCC#N)cc2C=C(C#N)C#N)cc1	107	0	0	1.1	-7	0.1	9	2	-0.9	91
COc1ccc(Nc2ccc(N3C(=O)CC(C)C3=O)cc2[N+](=O)[O-])cc1OC (stereo unspecified)	108	3	-3	0.82	-6	-0.1	-1	-2	0.6	100

Additional results follow.
SMILES	STAT3 activator	APP 5'UTR act	APP transl inh	NF-kB neuron act	FLuc inhib CS	Hsp70 activator	STAT1 blocker	STAT3 blocker	RAM inhibit	STAT1 act
N/C(=N\OS(=O)(=O)c1cccc([N+](=O)[O-])c1)c1ccncc1	102	24	-24	0.88	-2	-0.4	-3	0	3.6	102
C/C(=C\COc1cc(=O)[nH]c2ccccc12)CCC(O)C(C)(C)O (stereo unspecified)	x	-5	5	1.5	-2	-0.4	-4	x	0.9	102
CCn1cc(C(=O)NC(C)C2CC3CCC2C3)cn1 (stereo unspecified)	99	0	0	1.1	-4	-0.2	1	0	1.4	99
Cc1ccc(NCc2nnc(SCC#N)o2)c(C)c1	96	-1	1	1.7	-9	-0.3	1	7	-0.1	98
CCN(CC)S(=O)(=O)c1cccc(NC(=O)/C=C/c2ccc([N+](=O)[O-])cc2)c1	99	-5	5	0.86	-3	-0.4	-3	-4	4.6	103
CC(=O)Nc1c(C#N)c(C(C)(C)C)cn1C	93	1	-1	1.1	-4	0.1	-2	11	1.3	102
S=C(Nc1ccccc1Cl)NC1CCN(Cc2ccccc2)CC1	73	-4	4	0.8	-2	-0.2	1	35	3.4	99
Clc1ccccc1CSc1nc2ccncc2[nH]1	83	93	-93	2.6	90*	-0.3	-7	28	0.6	106
C=CCSc1ncc(-c2ccccc2)cn1	94	19	-19	2.2	8	0.1	-40	9	-0.4	136*
COc1ccccc1N1CCN(C(=O)C(=O)N/N=C/c2ccccc2F)CC1	99	14	-14	1	-5	-0.2	1	2	1.1	98
COc1ccc(-c2cc(-c3c(O)c(OC)c4occc4c3OC)[nH]n2)cc1	90	27	-27	0.95	3	-0.4	10	18	2.0	90
CCOC(=O)Cc1csc(SCC(=O)Nc2sc3c(c2C(N)=O)CCC3)n1	108	20	-20	1	-6	0.2	-6	-5	2.9	107
CCOC(=O)CNC(=O)COc1ccc(Cl)cc1Br	104	9	-9	1.2	10	0.2	3	-3	-0.2	100
Cc1ccc2c(COC(=O)CC3Sc4ccccc4NC3=O)cc(=O)oc2c1C (stereo unspecified)	105	-12	12	1	-9	-0.3	10	-4	3.0	91
O=C(O)/C=C\C(=O)Nc1ccc(N2CCN(c3ccc(Cl)cc3)CC2)cc1	96	3	-2	0.98	5	0.0	-9	7	4.7	107
CCn1c(CNC(=O)C(C)(C)C)nc2ccccc21	97	-8	8	1.1	-4	0.8	1	9	1.3	99
COc1ccc(C2CC(c3ccc(Br)cc3)Nc3nc(N)nn32)cc1 (stereo unspecified)	98	13	-13	1.7	-3	-0.1	-3	5	0.5	103
Cc1c(CCOC(=O)c2cc([N+](=O)[O-])cc([N+](=O)[O-])c2)sc[n+]1CC(=O)c1ccc(Br)cc1	103	14	-14	0.99	-2	-0.3	-11	-2	1.7	108
Cc1ccc(N2C(=O)N(CC(=O)NCc3ccccc3Cl)C(=O)C2C)cc1 (stereo unspecified)	102	5	-5	0.97	13	-0.1	-4	0	0.5	103
CC(C)NCc1cccc([N+](=O)[O-])c1	104	-7	7	0.98	-4	-0.4	-11	1	1.0	110
CCOC(=O)CSc1nnc([C@H](C)NC(=O)OC(C)(C)C)o1	100	-19	19	1	-7	-0.3	0	4	0.5	100
O=C(O)CCSCc1ccccc1F	88	-1	1	1.3	-5	-0.3	-4	18	-0.9	105
CC1CC(C)CN(C(=O)C(C)N(C)CC(=O)Nc2ccc(Cl)cc2)C1 (stereo unspecified)	98	-17	17	0.87	-7	-0.1	4	8	0.2	96
Cc1cc([N+](=O)[O-])c2[nH]c(C(=O)N/N=C/c3ccccc3C(=O)O)c(-c3ccccc3)c2c1	101	-2	2	0.91	2	-0.2	6	3	8.7*	95
Cc1cc(C(C)(C)C)cc(S(=O)(=O)Nc2ccc(C(=O)O)cc2)c1C	99	-3	3	1.7	-2	-0.3	1	4	1.6	98
Cc1sc2ncn(CC(=O)NCc3ccccn3)c(=O)c2c1S(=O)(=O)N1CCOCC1	103	12	-12	0.99	-11	-0.3	-1	1	0.5	101
CCN1C(=O)CS/C1=N\S(=O)(=O)c1ccc(C)cc1	100	-1	1	1.3	-5	-0.4	5	1	1.8	96

Part of the list above in another layout.
SMILES | STAT3 activator | APP 5'UTR act | APP transl inh | NF-kB neuron act | FLuc inhib CS | Hsp70 activator | STAT1 blocker | STAT3 blocker | RAM inhibit | STAT1 act
CCn1c(CNC(=O)C(C)(C)C)nc2ccccc21 | 97 | -8 | 8 | 1.1 | -4 | 0.8 | 1 | 9 | 1.3 | 99
COc1ccc(C2CC(c3ccc(Br)cc3)Nc3nc(N)nn32)cc1 (stereo unspecified) | 98 | 13 | -13 | 1.7 | -3 | -0.1 | -3 | 5 | 0.5 | 103
Cc1c(CCOC(=O)c2cc([N+](=O)[O-])cc([N+](=O)[O-])c2)sc[n+]1CC(=O)c1ccc(Br)cc1 | 103 | 14 | -14 | 0.99 | -2 | -0.3 | -11 | -2 | 1.7 | 108
Cc1ccc(N2C(=O)N(CC(=O)NCc3ccccc3Cl)C(=O)C2C)cc1 (stereo unspecified) | 102 | 5 | -5 | 0.97 | 13 | -0.1 | -4 | 0 | 0.5 | 103
CC(C)NCc1cccc([N+](=O)[O-])c1 | 104 | -7 | 7 | 0.98 | -4 | -0.4 | -11 | 1 | 1.0 | 110
